# Cardiac RTF inh: cardiac RTF calcium desensitization. 0.12% of 340,000 active. inhibition, % at 7.15 µM. IANBD-labeled cardiac RTF, Ca2+ fluorescence. P19429+P45379. AID 493244;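 active means inhibition above the mean inhibition of all tested compounds plus 3 SD, cut at about 17% in these data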;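 further: assay run at fixed EC70 calcium of 1.6 mM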
# RTF Ca sens act: increases calcium sensitivity of human cardiac regulated thin filaments; activation, % at 7.2 µM; IANBD-labeled TnC RTF fluorescence at EC20 calcium; 0% EC20 calcium, 100% full calcium; AID 493008; P19429+P45379; 0.24% of 340,000 active;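 active means activation above the mean over all tested compounds plus 3 SD, cut at about 30% in these data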;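 further: rise in fluorescence read as greater calcium sensitivity of cardiac thin filaments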
# MOR-DOR ag: OPRM1-OPRD1 heterodimerization agonism; cells, luminescence; 0.3% of 340,000 active; activation, % at 9.3 µM; AID 504326; P35372+P41143; in the data active means activation above about 18%;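 further: 0% = vehicle-treated cells and 100% = reference agonist; values of inactives mirror those of a sister screen read the other way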
# Arrestin-AP2 inh: blocks beta-arrestin peptide binding to AP2 adaptin. FITC-arrestin peptide / GST-AP2 beads, flow cytometry; AP2 beta2 appendage carries R879A mutation. inhibition, % at 10 µM. 0.31% of 340,000 active. AID 504490;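 active means inhibition above a set limit, near 3 SD of compounds lacking own fluorescence, cut at about 54% in these data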;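 further: plate controls were DMSO wells for no effect and 5 µM unlabelled arrestin peptide for full effect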
#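 test system = AP2 appendage R879A on GSH beads | buffer or medium = PBS plus Tween 20 (0.05%) and BSA (0.1%) | incubation = 12 min plus 1 h, RT | detection = bead flow cytometry, FITC channel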
# V-ATPase pHluor: regulators of yeast V-ATPase proton transport; 0.37% of 350,000 active; S. cerevisiae, pHLuorin cytosolic pH fluorescence; response, % at 10 µM; in the data active means response mostly above about 7.3%, no sharp cut-off; inactive means mostly below about 5.4%; further: actives read high; inactives centre near 0; some compounds called inactive have numbers as strong as hits; reference of the scale not given here
# Wnt bcat act: Wnt/beta-catenin pathway activation. Wnt/beta-catenin reporter cell assay, activator, plate reader. activation, % at 9.35 µM. 1.2% of 300,000 active; in the data active means activation above about 30%, passing the limit was not always enough;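 further: 0% = neutral control wells and 100% = positive control wells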
# Keap1 Nrf2 FP: inhibitors of human Keap1-Nrf2 protein-protein interaction | 0.15% of 340,000 active | Q14145 | inhibition, % at 9.4 µM | Keap1 Kelch-Nrf2 peptide fluorescence polarization, 1536-well; in the data active means inhibition above about 12%;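 further: human Keap1 Kelch domain with fluorescein labeled Nrf2 9mer peptide probe; 0% = neutral control wells and 100% = peptide positive control; higher means more block of Keap1 binding to Nrf2 peptide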
# Target sequence (Q14145 whole entry, looked up, the tested form may be a part): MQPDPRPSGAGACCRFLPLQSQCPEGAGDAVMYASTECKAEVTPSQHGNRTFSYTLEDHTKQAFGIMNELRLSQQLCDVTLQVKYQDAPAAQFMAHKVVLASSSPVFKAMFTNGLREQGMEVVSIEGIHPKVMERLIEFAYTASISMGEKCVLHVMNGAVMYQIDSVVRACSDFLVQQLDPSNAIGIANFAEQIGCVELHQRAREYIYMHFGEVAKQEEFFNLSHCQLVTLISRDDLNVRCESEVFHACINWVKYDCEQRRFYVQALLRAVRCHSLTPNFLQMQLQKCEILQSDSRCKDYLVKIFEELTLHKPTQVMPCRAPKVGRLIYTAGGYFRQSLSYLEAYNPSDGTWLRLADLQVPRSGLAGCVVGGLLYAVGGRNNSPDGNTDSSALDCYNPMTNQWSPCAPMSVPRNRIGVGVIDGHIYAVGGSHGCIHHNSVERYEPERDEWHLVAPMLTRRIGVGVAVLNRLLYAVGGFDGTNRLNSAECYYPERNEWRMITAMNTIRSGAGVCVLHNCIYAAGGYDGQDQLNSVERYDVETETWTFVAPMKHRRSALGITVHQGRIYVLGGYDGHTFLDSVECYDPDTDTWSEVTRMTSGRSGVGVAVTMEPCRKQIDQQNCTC
# C-LANA FP: KSHV C-LANA DNA binding inhibition | 0.078% of 340,000 active | AID 504423 | MBP-C-LANA/FAM-LBS DNA binding, fluorescence polarization | inhibition, % at 9 µM;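 active means highest replicate inhibition at or above 60% at 9 µM, even if other replicates fall short; inactive means all replicates below 60% inhibition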;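 further: 0% = neutral control wells and 100% = 4 µM acridine orange control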
# DSG3 Ab inh: blocks pemphigus antibody binding to human desmoglein-3; P32926; DSG3-coupled beads, scFv-anti-DSG3-GFP binding, flow cytometry; active compounds read low; binding (percent of control), % at 10 µM; 0.48% of 310,000 active;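 active means binding more than 3 SD below its plate's average and above zero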;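 further: hits lower antibody fragment binding to DSG3; some compounds called inactive have numbers as strong as hits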
# OPRM1-OPRD1 inv: inverse agonist of human OPRM1-OPRD1 heterodimerization. P35372+P41143. cell-based MOR-DOR heterodimer luminescence, inverse agonism. inhibition, % at 9.3 µM. 0.21% of 340,000 active; in the data active means inhibition above about 22%, passing the limit was not always enough;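 further: 0% = cells with DMSO and 100% = wells without cells with DMSO; values of inactives mirror those of a sister screen read the other way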
# * = called active by the depositor; . = no result given.
# Preview:
# Value order: Cardiac RTF inh	RTF Ca sens act	MOR-DOR ag	Arrestin-AP2 inh	V-ATPase pHluor	Wnt bcat act	Keap1 Nrf2 FP	C-LANA FP	DSG3 Ab inh	OPRM1-OPRD1 inv
- NC(=O)c1ccc(NC(=O)CCNC(=O)c2ccco2)cc1
    0.9	0.6	-3.0	5.2	-3.8	-1.1	-1.5	-0.8	70.1	15.7
- COc1cccc(CNC(=O)CCC2CCCN(C(=O)CCn3cncn3)C2)c1 (stereo not drawn)
    -2.6	4.1	-0.7	31.1	2.0	-0.4	4.6	-1.4	115.0	3.6

# The whole of this part, repeating the preview:
# Value order: Cardiac RTF inh	RTF Ca sens act	MOR-DOR ag	Arrestin-AP2 inh	V-ATPase pHluor	Wnt bcat act	Keap1 Nrf2 FP	C-LANA FP	DSG3 Ab inh	OPRM1-OPRD1 inv
- NC(=O)c1ccc(NC(=O)CCNC(=O)c2ccco2)cc1
    0.9	0.6	-3.0	5.2	-3.8	-1.1	-1.5	-0.8	70.1	15.7
- COc1cccc(CNC(=O)CCC2CCCN(C(=O)CCn3cncn3)C2)c1 (stereo not drawn)
    -2.6	4.1	-0.7	31.1	2.0	-0.4	4.6	-1.4	115.0	3.6
- CCCCCC(=O)Nc1cccc(C2=NOC3(C2)C[C@@H](C(N)=O)N(C(=O)C2(C)CC2)C3)c1 (stereo partly drawn)
    1.8	1.9	-1.8	.	-1.1	-2.7	3.2	1.9	95.5	10.6
- CCOC(=O)N1CCN(C(=O)c2ccc3c(=O)n(-c4ccc(OC)cc4OC)c(=S)[nH]c3c2)CC1
    -9.7	2.8	-2.9	3.4	-0.6	.	3.0	1.2	104.9	16.8
- Cc1cccc(NC(=S)NNC(=O)c2sccc2C)c1
    0.8	2.1	-0.6	24.0	-2.8	.	-1.2	0.0	98.9	3.3
- COc1cc(C(=S)N2CCOCC2)cc(OC)c1OS(=O)(=O)c1ccc(NC(C)=O)cc1
    -7.2	5.8	-1.2	7.4	0.2	.	-4.5	0.8	98.4	6.4
- Cc1cccc(C(=O)NC(=S)N2CCc3ccccc3C2)c1
    -37.4	-1.2	-1.3	-11.1	0.2	7.2	-9.5	0.1	107.5	9.2
- Cc1onc(-c2ccc(Cl)cc2)c1-c1ccnn1S(=O)(=O)c1ccc(Cl)cc1
    .	.	.	1.7	1.9	-1.5	-1.7	0.7	101.9	.
- COc1cc(C2C3=C(COC3=O)OC(C)(C)Oc3cc4c(cc32)OCO4)cc(OC)c1OC (stereo not drawn)
    -2.2	9.7	-2.0	7.1	-3.2	-22.6	-2.5	-0.2	99.8	10.1
- COCCN(C(=O)Nc1ccccc1)C(C)c1cccnc1 (stereo not drawn)
    -4.4	3.4	-0.8	-4.2	5.3	-0.7	-1.9	-0.7	105.5	5.0
- Cc1ccccc1NC(=S)N(CCCN1CCOCC1)Cc1cccnc1
    15.3	1.4	-1.7	14.1	-1.0	-1.2	-3.4	1.0	99.9	8.8
- CC1(C)Cc2c(C#N)c(N3CCOCC3)nc(Cc3ccccc3)c2CO1
    -3.2	0.6	1.1	-12.1	-3.6	.	-10.1	4.5	.	-4.8
- Cc1cc(-c2nc3ncccc3o2)ccc1NC(=S)NC(=O)c1ccco1
    -5.5	-4.0	16.8	-4.2	0.2	24.0	-7.3	-0.2	79.0	-84.0
- CCn1c(C)nc2cc(C(=O)N/N=C(\C)c3ccccc3O)ccc21
    13.3	-1.7	-1.8	13.7	-3.6	5.5	3.3	-0.7	118.1	8.5
- O=C(NCCc1csc(-c2cccnc2)n1)c1ccco1
    -2.4	2.0	-2.4	-2.5	-3.0	-1.3	1.8	1.6	78.3	13.2

# 4 of the compounds above, as tab-separated lines.
compound	Cardiac RTF inh	RTF Ca sens act	MOR-DOR ag	Arrestin-AP2 inh	V-ATPase pHluor	Wnt bcat act	Keap1 Nrf2 FP	C-LANA FP	DSG3 Ab inh	OPRM1-OPRD1 inv
Cc1cc(-c2nc3ncccc3o2)ccc1NC(=S)NC(=O)c1ccco1	-5.5	-4.0	16.8	-4.2	0.2	24.0	-7.3	-0.2	79.0	-84.0
COCCN(C(=O)Nc1ccccc1)C(C)c1cccnc1 (stereo not drawn)	-4.4	3.4	-0.8	-4.2	5.3	-0.7	-1.9	-0.7	105.5	5.0
Cc1ccccc1NC(=S)N(CCCN1CCOCC1)Cc1cccnc1	15.3	1.4	-1.7	14.1	-1.0	-1.2	-3.4	1.0	99.9	8.8
CCCCCC(=O)Nc1cccc(C2=NOC3(C2)C[C@@H](C(N)=O)N(C(=O)C2(C)CC2)C3)c1 (stereo partly drawn)	1.8	1.9	-1.8	.	-1.1	-2.7	3.2	1.9	95.5	10.6

# Remaining list, next part.
# Value order: Cardiac RTF inh	RTF Ca sens act	MOR-DOR ag	Arrestin-AP2 inh	V-ATPase pHluor	Wnt bcat act	Keap1 Nrf2 FP	C-LANA FP	DSG3 Ab inh	OPRM1-OPRD1 inv
- COc1ccccc1N1CCN(C(=O)CCCN2C(=O)c3cccc4cccc(c34)C2=O)CC1
    0.7	8.2	2.0	-2.2	-0.9	.	-3.2	-0.1	101.2	-10.1
- CCOC(=O)c1sc(Nc2nc3ccc(OC)cc3s2)cc1C
    -3.6	3.3	4.0	1.4	2.2	.	-1.0	-0.4	106.0	-20.9
- CCC(CO)Oc1cc(NCc2ccncc2)c2ncn(C(C)C)c2c1 (stereo not drawn)
    -0.6	4.4	1.8	-5.0	-0.2	-0.6	-2.3	-0.7	97.3	-8.0
- CSc1nc(N2CCCC2)c2c(c1C#N)CC(C)(C)OC2
    1.0	5.5	5.8	51.5	-2.4	.	2.2	-0.5	99.0	-33.9
- CC1CCCN(S(=O)(=O)c2ccc(S(=O)(=O)NC(C)c3cccs3)cc2)C1 (stereo not drawn)
    -0.2	-2.3	2.5	0.0	5.4	.	0.4	-0.1	101.1	-14.1
- O=C(CSC1=NS(=O)(=O)c2cc(F)ccc2N1)NCc1ccc(F)cc1
    -3.7	6.0	-2.5	-5.2	-1.4	-1.2	-3.5	-0.5	91.8	13.3
